CRFBP-R2 agonist = CRF-BP/CRF-R2 complex agonism | HEK293 CRF-R2/CRF-BP, calcium dye fluorescence (FLIPR); percent of saturating CRF peptide response | activation, % at 13.2 µM | 350,000 compounds, 0.46% hits;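 active means activation of at least 50%, plus an integration ratio under a set limit after plate pattern correction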;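 further: plate controls were neutral control wells without compound for no effect and CRF at EC100 for full effect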
M1 PAM parental = nonselective activator or artifact in parental CHO-K1 calcium assay | activation, % at 3 µM | ATP EC20, Fluo-8 calcium fluorescence; 0% at ATP EC20, 100% at ATP max | AID 602247 | 360,000 compounds, 0.02% hits;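 active means activation above the run cutoff, the mean activation of all test compounds plus 3 SD, cut at about 40% in these data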;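 further: peak over basal fluorescence ratio in a 140 s read after ATP addition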
M5 ag = CHRM5 agonism in calcium assay; P08912; CHO-K1 hM5 cells, Fluo-8 calcium fluorescence; 0% DMSO wells, 100% maximal acetylcholine response; activation, % at 3 µM; 360,000 compounds, 0.19% hits; AID 624037;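 active means activation above the run's mean over test compounds plus 3 SD, cut at about 23% in these data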;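 further: signal is peak over basal fluorescence ratio across the kinetic read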
Target sequence (P08912 whole entry, looked up): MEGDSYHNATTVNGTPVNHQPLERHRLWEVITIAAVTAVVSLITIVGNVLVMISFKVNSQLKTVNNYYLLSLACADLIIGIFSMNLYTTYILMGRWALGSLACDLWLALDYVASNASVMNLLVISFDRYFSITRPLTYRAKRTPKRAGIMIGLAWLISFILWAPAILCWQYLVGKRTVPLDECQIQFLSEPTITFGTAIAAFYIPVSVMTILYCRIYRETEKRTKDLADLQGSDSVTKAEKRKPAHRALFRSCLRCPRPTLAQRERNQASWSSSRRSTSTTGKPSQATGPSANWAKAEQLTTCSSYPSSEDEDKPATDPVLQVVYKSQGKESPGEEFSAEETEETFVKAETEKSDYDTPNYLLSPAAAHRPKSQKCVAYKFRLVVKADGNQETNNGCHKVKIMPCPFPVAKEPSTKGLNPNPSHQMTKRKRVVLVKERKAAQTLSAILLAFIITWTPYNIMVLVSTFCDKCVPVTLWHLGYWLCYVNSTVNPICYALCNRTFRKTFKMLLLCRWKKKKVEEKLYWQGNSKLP
CRFR2-BP antag = blocks CRF-induced signaling of the CRF-BP/CRF-R2 complex; HEK293 CRF-R2/CRF-BP, CRF-induced calcium fluorescence; inhibition, % at 11.8 µM; 350,000 compounds, 0.59% hits; AID 588475;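 active means inhibition of the ligand-induced calcium signal above about 50% at the single tested concentration, limit read from the data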
CHRM4 PAM = CHRM4 positive allosteric modulation; CHO-K1 hM4/Gqi5, Fluo-8 calcium fluorescence, ACh EC20; 0% = ACh EC20, 100% = maximal ACh; activation, % at 3 µM; 360,000 compounds, 0.4% hits; AID 624126;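 active means activation above its plate's cutoff, the mean activation of sample wells plus 3 SD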; further: some results filed as inactive read as strong as hits
Target sequence (P08173 whole entry, looked up): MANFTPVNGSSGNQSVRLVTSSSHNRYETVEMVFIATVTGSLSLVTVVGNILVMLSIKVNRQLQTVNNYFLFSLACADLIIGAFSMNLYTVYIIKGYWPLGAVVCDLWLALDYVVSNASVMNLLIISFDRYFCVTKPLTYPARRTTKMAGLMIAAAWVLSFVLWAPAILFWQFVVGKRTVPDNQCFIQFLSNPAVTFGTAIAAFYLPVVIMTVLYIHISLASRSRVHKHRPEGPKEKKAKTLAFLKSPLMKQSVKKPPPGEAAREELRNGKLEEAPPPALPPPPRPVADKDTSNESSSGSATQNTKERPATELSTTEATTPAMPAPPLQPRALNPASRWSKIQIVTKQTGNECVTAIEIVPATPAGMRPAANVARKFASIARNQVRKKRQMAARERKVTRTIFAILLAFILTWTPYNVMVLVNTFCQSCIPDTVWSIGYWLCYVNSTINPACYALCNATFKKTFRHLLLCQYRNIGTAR
TAAR1 antagonist = human TAAR1 antagonism; Q96RJ0; AID 624466; 360,000 compounds, 1.5% hits; inhibition, % at 3 µM; CHO RD-HGA16 TAAR1, Fluo-8 calcium fluorescence, antagonist;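 active means inhibition above a per-plate cutoff, the mean inhibition of test compounds on that plate plus 3 SD, cut at about 49% in these data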;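 further: 0% = DMSO plus EC80 beta-PEA response and 100% = DMSO alone without agonist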
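Material: CHO RD-HGA16 cells bearing hTAAR1; compound dosing: one-point dosing, 3 µM nominal final; schedule: dye loading 75 min at 37 °C, then 30 min room temperature; measured by: calcium fluorescence with Fluo-8; control set: vehicle and agonist controls; replication: n of 1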
CHRM5 PAM = potentiates acetylcholine response at human M5 receptor; CHO-K1 hM5, Fluo-8 calcium, ACh EC20 PAM; 0% = ACh EC20, 100% = ACh EC100; activation, % at 3 µM; 360,000 compounds, 0.3% hits;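 active means activation above the run cutoff, the mean activation of all test compounds plus 3 SD, cut at about 18% in these data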
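Assay system: CHO-K1 hM5 cells / Incubation: Fluo-8 loading 80 min at 37 °C plus 30 min room temperature / Technique: Fluo-8 calcium dye fluorescence, kinetic read / Repeats: single replicate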
CHRM5 antagonist = CHRM5 antagonism in calcium assay; P08912; CHO-hM5 cells, Fluo-8 calcium fluorescence, ACh EC80; inhibition, % at 3 µM; 360,000 compounds, 0.59% hits;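 active means inhibition above a per-plate cutoff, the mean of that plate's test compounds plus 3 SD, cut at about 27% in these data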;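 further: 0% = acetylcholine EC80 with DMSO and 100% = DMSO without agonist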
TAAR1 ag = agonists of human TAAR1. activation, % at 3 µM. 360,000 compounds, 0.99% hits. AID 624467. CHO RD-HGA16 TAAR1, Fluo-8 calcium fluorescence; vehicle wells 0%, saturating PEA agonist 100%;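 active means activation above the mean activation of all test compounds in the run plus 3 SD, cut at about 38% in these data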
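System: CHO-derived RD-HGA16 cells with stable Gα16 and human TAAR1. Times: 17-24 h plating, Fluo-8 75 min 37 °C, 30 min RT. Measured by: calcium-sensitive Fluo-8 signal, excitation 470-495, emission 515-575 nm. Read-out basis: % activation relative to PEA EC100 response. Control set: DMSO and PEA EC100. Repeats: no replicates (n 1).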
Numbers without * were called inactive; . = not tested or not shown.

Each structure is followed by: CRFBP-R2 agonist	M1 PAM parental	M5 ag	CRFR2-BP antag	CHRM4 PAM	TAAR1 antagonist	CHRM5 PAM	CHRM5 antagonist	TAAR1 ag
- COc1ccc(NS(=O)(=O)c2ccc(NC(=O)c3ccccn3)cc2)cc1
→ -0.3	6	7	-9	-3	6	-6	7	6
- O=C(ONC1=NCCCCC1)c1c(F)cccc1F
→ -1.3	14	-2	-4	-6	-13	0	-2	4
- CC1C/C(=N/Nc2nc3ccccc3[nH]2)CC(C)(C)C1 (stereo not given)
→ -1.1	11	-3	-15	-2	-4	0	-5	15
- CS(=O)(=O)N(CC(=O)N1CCCCC1)c1ccc2c(c1)OCO2
→ 1.6	16	-1	1	-2	0	-1	4	7
- O=C(/C=C/c1cccs1)c1cc(Cl)ccc1O
→ -1.0	20	-3	-20	-1	-7	1	11	0
- O=C(Nn1c(=O)[nH]c2ccsc2c1=O)c1ccccc1
→ -0.9	15	-1	4	15	0	8	5	16
- Cc1cc(NC(=O)CN2CCCCCCC2)no1
→ -1.3	0	0	-2	3	-14	-3	0	3
- CS(=O)(=O)c1ccc(-c2cn3cc(C(=O)O)ccc3n2)cc1
→ 0.6	16	-3	1	-2	20	-4	-11	1
- Cc1ccccc1-c1nnc(-c2ccccc2)o1
→ 1.5	-1	0	-20	-10	5	-1	0	22
- Nc1ccccc1C(=O)C[C@H](N)C(=O)O
→ -0.9	7	0	24	-4	-16	-4	4	7
- Cc1cc(N2CCN(C)CC2)nc2ccc(NC(=S)N3CCOCC3)cc12
→ -4.0	15	0	15	1	9	1	9	0
- Cc1ccc(OCCNC(=O)Cc2ccc(F)cc2)cc1
→ -1.6	18	-4	22	-3	16	8	1	8
- COc1cccc(-c2nnc3n2N=C(C(C)(C)C)CS3)c1
→ 0.0	26	-1	-7	-4	-3	2	3	8
- COC(=O)c1cnn(-c2ccc(Cl)cc2)c1/C=N/NC(N)=S
→ 0.7	21	8	-16	7	-44	-3	-3	2
- NC(=O)C1CCN(C(=O)CC(c2ccccc2)c2ccccc2)CC1
→ 0.9	0	-2	-5	2	-6	0	9	0
- O=C(CN1CCN(S(=O)(=O)c2ccc(F)cc2)CC1)c1ccc(O)c(O)c1
→ -0.5	4	2	7	-1	4	2	-1	-1
- CCN(CC)C(=O)CC(c1ccccc1)c1ccco1 (stereo not given)
→ 0.7	-1	-3	19	-1	9	6	-5	0
- Cc1ccc2c(CN(C)Cc3ccccc3)cc(=O)oc2c1
→ .	18	-2	.	15	-24	7	-11	4
- O=C1CCc2cc(NS(=O)(=O)c3ccccc3)cc3c2N1CCC3
→ 2.1	13	2	-14	0	-22	-3	1	5
- Cc1nc2sc(C(c3ccccc3)N3CCN(C(=O)c4ccco4)CC3)c(O)n2n1 (stereo not given)
→ 0.2	16	2	4	-3	-5	-5	-4	-1
- COc1ccc(Cc2nc3ccc(C(=O)NCCc4ccccn4)cc3o2)cc1OC
→ 1.5	5	-2	-8	6	18	-4	1	3
- CC1=CC(=NNS(=O)(=O)c2ccc([N+](=O)[O-])cc2)CC(C)(C)C1
→ -2.4	9	3	-1	0	-2	3	8	1
- Cc1cc(C)cc(NC(=O)Cn2nnc(C(=O)NCc3ccc(F)cc3)c2N)c1
→ 6.0	19	-1	76*	4	-22	6	-7	2
- Cc1ccc(Cn2nnnc2CN2CCC(O)(c3ccc(F)cc3)CC2)cc1
→ 0.8	0	0	-4	-4	22	-12	-4	3
- Cc1c(C#N)c2ncn(Cc3ccccc3)c(=O)c2n1-c1ccccc1
→ -0.4	7	-2	-22	12	2	-3	-3	2
- O=C1c2ccccc2CN1CCNS(=O)(=O)c1ccc(Cl)cc1
→ 2.1	2	0	-2	-3	-16	-2	0	3
- COc1ccc(C(O)(CCC(C)C)C(CN2CCOCC2)c2ccccc2)cc1 (stereo not given)
→ -1.2	12	-3	-32	1	13	-1	7	15
- CC(=O)N1CCN(CC(O)Cn2c3ccccc3c3ccccc32)CC1 (stereo not given)
→ -0.1	-24	-2	-5	0	-8	-2	4	4
- Cc1ccccc1NC(=O)c1ccc(F)c(S(=O)(=O)N2CCCCC2)c1
→ 1.6	0	3	9	-6	-3	-4	8	9
- Cc1nc(NC(=O)c2ccco2)sc1-c1csc(Nc2ccc(Cl)cc2)n1
→ 1.7	9	43*	-6	5	35	6	18	10

Rewritten as tab-separated lines: part of the list above.
Molecule	CRFBP-R2 agonist	M1 PAM parental	M5 ag	CRFR2-BP antag	CHRM4 PAM	TAAR1 antagonist	CHRM5 PAM	CHRM5 antagonist	TAAR1 ag
COc1ccc(NS(=O)(=O)c2ccc(NC(=O)c3ccccn3)cc2)cc1	-0.3	6	7	-9	-3	6	-6	7	6
O=C(ONC1=NCCCCC1)c1c(F)cccc1F	-1.3	14	-2	-4	-6	-13	0	-2	4
CC1C/C(=N/Nc2nc3ccccc3[nH]2)CC(C)(C)C1 (stereo not given)	-1.1	11	-3	-15	-2	-4	0	-5	15
CS(=O)(=O)N(CC(=O)N1CCCCC1)c1ccc2c(c1)OCO2	1.6	16	-1	1	-2	0	-1	4	7
O=C(/C=C/c1cccs1)c1cc(Cl)ccc1O	-1.0	20	-3	-20	-1	-7	1	11	0
O=C(Nn1c(=O)[nH]c2ccsc2c1=O)c1ccccc1	-0.9	15	-1	4	15	0	8	5	16
Cc1cc(NC(=O)CN2CCCCCCC2)no1	-1.3	0	0	-2	3	-14	-3	0	3
CS(=O)(=O)c1ccc(-c2cn3cc(C(=O)O)ccc3n2)cc1	0.6	16	-3	1	-2	20	-4	-11	1
Cc1ccccc1-c1nnc(-c2ccccc2)o1	1.5	-1	0	-20	-10	5	-1	0	22
Nc1ccccc1C(=O)C[C@H](N)C(=O)O	-0.9	7	0	24	-4	-16	-4	4	7
Cc1cc(N2CCN(C)CC2)nc2ccc(NC(=S)N3CCOCC3)cc12	-4.0	15	0	15	1	9	1	9	0
Cc1ccc(OCCNC(=O)Cc2ccc(F)cc2)cc1	-1.6	18	-4	22	-3	16	8	1	8

Other compounds:
Each structure is followed by: CRFBP-R2 agonist	M1 PAM parental	M5 ag	CRFR2-BP antag	CHRM4 PAM	TAAR1 antagonist	CHRM5 PAM	CHRM5 antagonist	TAAR1 ag
- COc1ccc(-n2cc(CNC(C)c3ccncn3)c(-c3cccc(F)c3)n2)cc1 (stereo not given)
→ -1.6	-8	-3	-34	-5	7	-8	6	2
- COc1cc2c(cc1OC)CN(C(=O)Cn1ccccc1=O)CC2
→ 2.5	17	3	-8	7	.	0	5	.
- O=C(O)CCCN=Cc1c(O)c2ccccc2oc1=O
→ 0.4	17	-1	-14	4	-10	2	8	0
- O=C(NC1CCCC1)C(c1ccccn1)N(C(=O)c1csnn1)C1CCCCC1 (stereo not given)
→ 0.2	24	1	-41	-4	-15	-2	-4	6
- Cc1cccc(NC(=O)c2cc3c(=O)n4ccccc4nc3n(CC(C)C)c2=N)c1
→ 2.2	15	2	6	4	-10	2	0	1
- Cc1cc(Cl)ccc1OCC(=O)NC1CCCC1
→ -0.8	16	0	-7	11	-10	-8	2	9
- COc1ccc(Cn2ccnc2SCC(=O)Nc2ccccc2OC)cc1
→ -0.9	0	-3	-4	-2	9	-1	6	-1
- COc1ccccc1OCC(O)Cn1c(Br)nc2c1c(=O)[nH]c(=O)n2C (stereo not given)
→ 0.6	9	2	-9	-4	28	-9	0	18
- O=C1NC(c2ccc(Cl)cc2Cl)Oc2ccccc21 (stereo not given)
→ -1.4	3	0	-13	-7	-14	-4	5	1
- COc1ccc(CNc2ccc(S(N)(=O)=O)cc2)cc1
→ -0.7	10	0	20	9	-8	-5	9	1
- COc1ccccc1-c1cccc(-c2nc(C(=O)N3CCCCC3)cc3c2[C@H](CCO)N(S(=O)C(C)(C)C)C3)c1 (stereo not given in full)
→ .	4	5	.	-8	58*	-14	12	15
- CN(C)CCCN(C(=O)c1cc(-c2cccs2)nc2ccccc12)c1nc2c(F)cccc2s1
→ 2.1	2	-5	-4	-13	10	5	4	16
- CCCCNC(=O)C1(C)CCCCN1C(=O)c1cc(C)n(C(C)(C)C)n1 (stereo not given)
→ .	13	1	.	6	-3	6	13	0
- COc1cccc2cc(C(=O)NCCN3CCOCC3)c(=O)oc12
→ -1.3	11	-1	-5	2	-13	3	7	4
- CC(C)Cn1c(N2CCN(C(=O)/C=C/c3ccccc3)CC2)nc2ccccc21
→ -1.4	19	-3	-6	2	7	-4	0	3
- CCN(CC)C(=O)CSc1nc2nc(C)cc(C)c2c(=O)[nH]1
→ -0.3	2	-1	-5	22	13	-5	11	18
- COc1cccc(-c2nc(CS(=O)CC(=O)NCCc3ccccc3)c(C)o2)c1 (stereo not given)
→ 0.4	9	-3	-10	-4	-12	8	0	49*
- O=C(c1cccs1)N1CCN(C2CCCCC2)CC1
→ 0.3	4	-5	-3	7	-8	9	-6	4
- COc1ccc(CNCc2cccc(C)c2)cc1
→ -1.8	-24	-1	8	-6	11	-5	12	4
- Cc1nn(CCO)c2ncc(C(=O)c3cc(Cl)ccc3O)cc12
→ 0.5	-9	-3	9	-6	-9	-6	17	4
- C=CCn1c(C)nnc1SCC(=O)Nc1oc(C)c2c(C)n[nH]c(=O)c12
→ -1.0	-1	1	7	19	-8	10	-2	6
- O=C(Nc1ccc(Nc2ccccc2)cc1)Nc1ccccc1Cl
→ -0.9	3	-5	3	-5	-1	-3	-1	0
- COCCn1c(SCC(=O)c2c(-c3ccccc3)n(C)c3ccccc23)nnc1-c1ccncc1
→ -0.7	6	0	10	-6	6	-9	1	1
- CCc1nc2c(OCc3ccc(C(F)(F)F)cc3)cccn2c1N(C)C(=O)C1CC1
→ .	-1	-3	.	-4	-16	-6	2	-1
- CC1=CC2=NC(=O)/C(=C\c3cccn3CCOc3ccc(C)c(C)c3)C(=N)N2O1
→ 0.2	18	-2	-5	3	-7	-14	12	12
- CCCS(=O)(=O)N1CCC(C(=O)NCCN2CCC(Cc3ccccc3)CC2)CC1
→ -0.2	7	-7	-7	-3	-37	-11	12	1
- CCSc1cc(N2CCCC2)nc(-c2cccc(C)c2)n1
→ -1.3	1	3	-10	0	-40	4	-9	2
- CCOc1cc(C(=O)Nc2ncn[nH]2)cc(OCC)c1OCC
→ -1.6	15	-4	-5	1	-5	4	3	1
- O=C1C2C3CCCC3=C3CCCC3C2C(=O)N1c1ccc(F)cc1 (stereo not given)
→ 1.5	10	-11	-3	-7	7	-15	9	-2

High-throughput results deposited in PubChem by several laboratories.
